# Compound activity from PubChem BioAssay.
# PKA-R2B activ – activators of human PKA-R2B complex; P22694+P31323; PKA-R2B holoenzyme dissociation, Cy5-IP20 fluorescence polarization; R2B truncated from residue 108, S112A mutant; 0% DMSO only, 100% 113 µM cGMP; activation, % at 11.4 µM; 340,000 compounds, 0.079% hits; AID 504700;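 active = activation above a cutoff set at the mean over all compounds plus 3 SD, cut at about 18% in these data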;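 also: higher means more holoenzyme dissociation and a rise in polarization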
# Target sequence (P31323 whole entry, looked up, other chains not shown, the tested form may be a part): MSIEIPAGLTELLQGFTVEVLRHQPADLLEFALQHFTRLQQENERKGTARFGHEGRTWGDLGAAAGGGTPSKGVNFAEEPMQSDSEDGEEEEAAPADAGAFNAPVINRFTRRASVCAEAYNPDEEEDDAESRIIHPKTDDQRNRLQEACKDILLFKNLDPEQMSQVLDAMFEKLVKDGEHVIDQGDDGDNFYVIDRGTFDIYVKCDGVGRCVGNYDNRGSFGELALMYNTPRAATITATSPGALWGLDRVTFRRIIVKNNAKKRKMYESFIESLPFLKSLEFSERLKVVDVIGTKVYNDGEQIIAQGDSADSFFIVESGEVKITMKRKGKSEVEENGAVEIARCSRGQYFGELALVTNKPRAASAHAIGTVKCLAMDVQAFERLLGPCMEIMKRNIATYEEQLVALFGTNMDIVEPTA
# Tat export inh – blocks Tat-dependent protein export in E. coli. 340,000 compounds, 0.036% hits. E. coli MC4100 TorA-mCherry Tat export, fluorescence. inhibition, % at 10 µM. AID 488895;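 active = mean replicate inhibition at least 50% and at least half of replicates individually reaching 50%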;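 also: exported cargo escapes ClpAP degradation while cytoplasmic cargo is degraded and loses fluorescence; 0% = median of neutral control wells and 100% = median of NaSCN control wells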
# OPRM1-OPRD1 inv – mu-delta opioid heterodimer inverse agonism. cell-based MOR-DOR heterodimer luminescence. inhibition, % at 9.3 µM. AID 504357. 340,000 compounds, 0.21% hits. P35372+P41143; in the data active = inhibition above about 22%, passing the limit was not always enough;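 also: 0% = cells with DMSO and 100% = wells without cells with DMSO; values of inactives mirror those of a sister screen read the other way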
# Ecoli viability – reduces bacterial viability in AddAB counter-screen; 330,000 compounds, 0.27% hits; inhibition, % at 11.9 µM; AID 449728; E. coli V3065 growth, OD600 absorbance, 18 h;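 active = inhibition above the campaign's mean inhibition across all tested compounds plus 3 SD, cut at about 9.9% in these data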;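 also: uninfected addAB+ strain grown without phage in ampicillin broth; 0% = DMSO wells and 100% = ciprofloxacin 0.95 µg/ml wells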
# phage Ecoli inh – E. coli growth loss with phage present; growth absorbance; inhibition, % at 11.9 µM; 360,000 compounds, 0.26% hits; in the data active = inhibition above about 11%
# PKA-R1A act – PKA-R1A complex activation; P00514+P68181; PKA-R1A dissociation, Cy5-IP20 fluorescence polarization; scaled: DMSO 0%, 113 µM cGMP 100%; activation, % at 11.4 µM; 340,000 compounds, 0.083% hits; AID 504707;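 active = percent activation above the mean of all tested compounds plus 3 SD, cut at about 19% in these data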;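 also: higher means more PKAc released from R1A so a rise in polarization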
# SUMO Mot1 rescue – inhibitors of SUMOylation pathway: yeast Mot1-301 growth rescue. growth rescue, % at 18.8 µM. 320,000 compounds, 1% hits. AID 2716. S. cerevisiae Mot1-301 growth rescue, ATP luminescence, 38.5C; percent above DMSO median, 100 means doubled;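 active = every valid replicate shows activation above 250% relative to neutral control wells; inactive = the rest, any valid replicate at or below 250%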;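 also: OY570 slx delta 5 strain wells were the positive control but not used for scaling; some compounds called inactive have numbers as strong as hits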
# OPRM1-OPRD1 ag – OPRM1-OPRD1 heterodimerization agonism | cells, luminescence | activation, % at 9.3 µM | 340,000 compounds, 0.3% hits | AID 504326; in the data active = activation above about 18%;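 also: 0% = vehicle-treated cells and 100% = reference agonist; values of inactives mirror those of a sister screen read the other way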
# AddAB inh – less growth of phage-infected E. coli with AddAB; E. coli expressing H. pylori AddAB, absorbance growth; inhibition, % at 11.9 µM; 330,000 compounds, 0.29% hits; in the data active = inhibition above about 12%;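 also: 0% = vehicle wells of infected cells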
# HTR5A inv ag – inverse agonist of human HTR5A in OPRM1-OPRD1 counter-screen | AID 504634 | P47898 | inhibition, % at 9.3 µM | HTR5A cell line, luminescence, inverse agonism | 340,000 compounds, 0.083% hits; in the data active = inhibition mostly above about 23%, no sharp cut-off; inactive = mostly below about 18%;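 also: 0% = cells with DMSO and 100% = no-cell wells with DMSO; some compounds called inactive have numbers as strong as hits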
# Target sequence (P47898 whole entry, looked up): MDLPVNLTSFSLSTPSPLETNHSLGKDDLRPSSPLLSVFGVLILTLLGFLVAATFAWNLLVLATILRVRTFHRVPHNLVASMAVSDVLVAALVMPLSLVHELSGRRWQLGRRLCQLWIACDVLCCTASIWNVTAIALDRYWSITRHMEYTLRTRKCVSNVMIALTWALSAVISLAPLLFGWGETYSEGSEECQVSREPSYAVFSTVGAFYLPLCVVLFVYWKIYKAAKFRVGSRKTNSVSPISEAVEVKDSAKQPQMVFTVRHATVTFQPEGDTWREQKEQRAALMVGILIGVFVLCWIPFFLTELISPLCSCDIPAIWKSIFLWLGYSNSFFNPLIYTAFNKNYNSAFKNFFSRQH
# PfHsp90 yeast 2 – reduces growth (ATP signal) of yeast expressing P. falciparum Hsp90; inhibition, % at 9.4 µM; 310,000 compounds, 0.32% hits; S. cerevisiae expressing PfHsp90, BacTiter-Glo ATP, 48 h; yeast lacking PDR1 and PDR3 efflux regulators; AID 504621;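 active = every replicate shows inhibition above about 80%, whatever the replicate mean, limit read from the data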;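 also: 0% = DMSO neutral controls and 100% = 20 µM radicicol positive controls; yeast relying on Plasmodium falciparum Hsp90 in place of its own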
# Active calls of the source: *; x = not tested or not shown.
No.	Structure	PKA-R2B activ	OPRM1-OPRD1 inv	PKA-R1A act	SUMO Mot1 rescue	phage Ecoli inh	Tat export inh	HTR5A inv ag	OPRM1-OPRD1 ag	AddAB inh	Ecoli viability	PfHsp90 yeast 2
1	N#C/C(=C\c1ccc[nH]1)C(=O)Nc1ccccc1F	-4	17	3	-7	-0.1	-3	-10	-3.3	x	x	10
2	NS(=O)(=O)c1ccc(NC2(C(=O)O)CCCC2)cc1	-3	16	0	-10	3.3	-11	6	-2.9	-1.1	0.0	9
3	Cc1ccc(-n2ccnc2SCC(=O)O)cc1C	-11	17	1	-10	1.4	1	2	-3.4	2.5	-2.9	6
4	CCC(=O)NC(=S)Nc1cccc(Cl)c1N1CCCCC1	-4	-16	-4	-6	3.3	7	-2	3.0	-2.0	-1.1	-16
5	COc1ccc2oc(=O)c(C(=O)N3CCN(c4ccccc4C)CC3)cc2c1	-7	-24	-13	195	1.2	3	-8	4.2	-1.0	2.5	8
6	CCOC(=O)C1(CC2CCCCO2)CCN(Cc2nc(C(C)C)cs2)CC1 (stereo not drawn)	15	-14	7	3	-0.4	-5	5	2.5	2.1	0.3	-24
7	COc1ccc(C2=NS(=O)(=O)N(C)C(C(=O)Nc3ccc4c(c3)OCO4)=C2)cc1	-5	-10	2	180	3.1	1	12	1.9	0.2	3.0	15
8	Cc1sc2nc(C3CC3)nc(NCCNS(=O)(=O)c3ccccc3)c2c1C	7	-10	5	26	2.3	-2	-6	1.8	0.8	-0.1	-7
9	CCCN(CCC)C(=S)NC1CC2C=CC1C2 (stereo not drawn)	7	19	5	-1	1.5	6	-20	-3.9	-1.4	-3.1	19
10	O=C(c1cccc2ccccc12)N1CCN=C1SCc1ccc([N+](=O)[O-])cc1	-1	3	-22	-1	1.0	-2	0	-0.7	1.0	-2.8	-12
11	CCC(CCc1ccccn1)C(=O)c1ccccc1 (stereo not drawn)	2	11	-6	x	2.6	1	-8	-2.2	x	x	6
12	CC(NC(=O)COC(=O)c1ccc(N2CCCC2=O)cc1)c1ccc(F)cc1 (stereo not drawn)	-2	10	-7	-9	2.7	0	-22	-2.4	0.7	-0.8	-32
13	CN(C)C(CNC(=O)C1CCN(S(=O)(=O)c2cccc(Cl)c2Cl)CC1)c1ccccc1 (stereo not drawn)	1	-12	-18	-20	0.4	1	9	2.6	-0.6	-0.3	-26
14	CCCCC1=CC2=CC(=O)C(C)(OC(=O)CC)C(=O)C2=CN1CC(C)C (stereo not drawn)	2	-24	-6	-9	3.6	1	9	4.3	3.1	0.8	-25
15	O=C(NCC(=O)N(CC1CCCO1)C(C(=O)NC1CCCC1)c1cccnc1)c1ccco1 (stereo not drawn)	1	-11	2	4	1.7	13	-7	1.9	0.0	0.1	-11
16	CCOc1cc(NC(=O)c2ccccn2)c(OCC)cc1NC(=O)c1ccccc1	-5	6	-1	92	2.6	0	16	-1.1	2.6	-2.9	-14
17	O=C(c1cc(-c2ccccc2)nn1-c1ccccc1)N1CCN(S(=O)(=O)c2c(F)cccc2F)CC1	-6	-2	-18	-19	2.0	3	-8	0.3	0.3	0.1	-33
18	COC(=O)CSc1nnc(CNC(=O)c2ccc(OC)cc2OC)n1C	-1	-2	9	0	2.2	7	14	0.4	-1.3	-1.3	-57
19	CCC1=[N+](CC(=O)c2ccc(C)cc2)CCn2c(C)ccc21	-14	5	-17	41	1.9	2	11	-1.0	4.7	2.4	-1
20	O=C(NCCC(=O)N(CCc1ccccc1)Cc1ccccc1)c1ccc(Br)cc1	-6	-26	-12	-11	2.7	12	9	4.0	1.0	0.9	x
21	CCN(C(=O)CCN1C(=O)/C(=C/c2ccccc2)SC1=S)C1CCS(=O)(=O)C1 (stereo not drawn)	-8	8	3	12	0.6	-2	6	-1.4	0.4	0.2	20
22	Cc1ccc(CNc2ncnc3c2cnn3-c2ccccc2)cc1	2	-1	2	12	4.0	-11	-9	0.2	3.5	2.2	-25
23	CC(C)Cn1c2c(c(O)c(C(=O)Nc3ccc(F)cc3)c1=O)CCCC2	3	9	2	55	2.5	-13	15	-1.6	3.1	3.2	13
24	Cc1ccc(OCC(O)Cn2nc(C)cc2C)cc1 (stereo not drawn)	7	13	-1	253	1.1	2	-37	-2.4	-1.5	0.3	-5
25	Cc1cc(C)nc(SCCCNCc2ccccc2)n1	1	-5	-8	-20	2.1	-5	8	1.1	1.1	0.6	-9
26	O=C(CNc1cccc([N+](=O)[O-])c1)N1CCN(S(=O)(=O)c2ccc(Cl)cc2)CC1	-3	-3	5	x	0.1	-2	22	0.4	x	x	x
27	CCc1ccc(NC(=O)c2cc(-c3ccco3)on2)cc1	-7	13	-3	-18	1.8	6	24	-2.5	2.1	-0.2	18
28	CCCc1ccc(OCCNC(=O)C2CCCCC2)cc1	-14	-19	0	3	3.1	1	-7	2.7	0.7	1.3	-10
29	C=CCn1c(SCCOC)nc2c1c(=O)[nH]c(=O)n2C	11	7	11	10	2.2	3	4	-1.3	-1.6	4.7	-32
30	CCOc1ccc(/C=N/NC(=O)C2CC2)cc1OC	2	8	2	0	2.9	-2	19	-2.5	0.0	0.2	-16
31	C=CCn1c(SCC(=O)/C(C#N)=C(\C)N)nnc1C1CCCCC1	-17	11	-6	-12	0.8	-1	6	-1.9	2.3	-1.2	-22
32	Cc1cc(C)cc(NC(=O)C(c2ccccc2)N2CCN(CC(=O)NC3CC3)CC2)c1 (stereo not drawn)	10	11	-1	1	2.7	8	-19	-2.8	0.0	-2.3	16
33	C=CCN(C(=O)c1csnn1)C(C(=O)NCc1ccccc1)c1ccccc1F (stereo not drawn)	-2	6	0	-2	-0.1	-6	-16	-1.1	3.2	2.3	-3
34	Brc1ccc(CN2CCSCC2)cc1	-4	6	1	44	-0.5	2	-5	-0.9	0.9	-0.7	14
35	COc1ccc(CCNc2oc(COc3ccccc3Cl)nc2C#N)cc1OC	-4	7	-8	-8	0.5	-14	-26	-1.3	0.7	-0.2	-12
36	Cc1nn(Cc2ccccc2Cl)c2sc(C(=O)Nc3nccs3)cc12	-2	-32	6	38	3.1	-5	-18	4.7	-1.5	-3.5	-44
37	COCc1cc(=O)[nH]c(N2CCN(C(=O)c3ccco3)CC2)n1	-12	14	3	7	2.2	0	11	-2.5	-0.6	2.2	-6
38	CC(=O)c1cccc(NC(=O)CSc2n[nH]c(-c3ccncc3)n2)c1	1	15	-2	-1	1.8	2	-4	-4.0	-1.6	-1.1	26
39	Cc1cc(C(=O)N(CCC#N)Cc2cccs2)no1	-11	2	-10	-15	1.5	-2	0	-0.5	-0.5	-1.6	5
40	OCCC1CN(C2CCN(c3ccccc3)CC2)CCN1Cc1ccc(F)c(F)c1 (stereo not drawn)	-3	-6	9	-9	2.2	-8	-28	1.1	1.7	2.1	-5
41	Cn1nnnc1SCc1nnc(-c2ccccc2Br)o1	-8	5	-8	-4	4.2	8	10	-1.1	2.9	-2.0	x
42	COc1cccc(NC(=O)CN(C)S(=O)(=O)c2ccc3[nH]c(=O)oc3c2)c1	-6	14	-4	25	1.2	19	-6	-2.7	1.3	0.3	-3
43	COc1ccc(NC(=O)CCNS(=O)(=O)c2ccccc2F)cc1S(N)(=O)=O	-1	12	-6	-2	3.0	14	-24	-1.8	1.0	-1.6	-20
44	CC(=O)CSc1nnc(Cc2ccc([N+](=O)[O-])cc2)o1	-10	-4	1	-2	1.4	-1	3	0.7	1.4	2.4	6
45	Cn1c(/C=C/c2cccc([N+](=O)[O-])c2)nc2ccccc2c1=O	5	17	-5	x	4.0	-1	0	-3.1	2.2	0.6	-1
46	Cc1[nH]c2ccccc2c1C1(O)C(=O)N(Cc2ccc3c(c2)OCO3)c2ccccc21 (stereo not drawn)	-3	7	-15	14	1.7	-6	-13	-1.6	2.1	-0.2	16
47	CCN(CC)c1ccc(C(=O)OCC(=O)N2CCCC2)cc1	9	5	-5	-17	x	-3	2	-0.8	2.7	1.1	-5
48	Cc1ccc(-n2cc(C(=O)c3ccc(N4CCN(C)CC4)cc3)nn2)cc1Cl	-7	18	3	-14	2.9	-9	17	-3.7	-1.0	-0.8	5
49	COC(=O)/C(C#N)=C/c1c(N2CCN(c3ccc(OC)cc3)CC2)nc2c(C)cccn2c1=O	0	5	-8	21	3.1	5	-6	-0.9	-2.1	1.8	-8
50	Oc1cc(-c2ccccc2)c2ccccc2c1	-2	-99	5	5	3.8	4	-12	15	3.5	0.8	-114

# 2 entries drawn at random from those above:
No.	Structure	PKA-R2B activ	OPRM1-OPRD1 inv	PKA-R1A act	SUMO Mot1 rescue	phage Ecoli inh	Tat export inh	HTR5A inv ag	OPRM1-OPRD1 ag	AddAB inh	Ecoli viability	PfHsp90 yeast 2
45	Cn1c(/C=C/c2cccc([N+](=O)[O-])c2)nc2ccccc2c1=O	5	17	-5	x	4.0	-1	0	-3.1	2.2	0.6	-1
49	COC(=O)/C(C#N)=C/c1c(N2CCN(c3ccc(OC)cc3)CC2)nc2c(C)cccn2c1=O	0	5	-8	21	3.1	5	-6	-0.9	-2.1	1.8	-8

# Following part.
No.	Structure	PKA-R2B activ	OPRM1-OPRD1 inv	PKA-R1A act	SUMO Mot1 rescue	phage Ecoli inh	Tat export inh	HTR5A inv ag	OPRM1-OPRD1 ag	AddAB inh	Ecoli viability	PfHsp90 yeast 2
51	C=CCNc1cnn(CC(C)=O)c(=O)c1Br	0	18	-2	5	1.7	-4	14	-3.5	1.1	-0.5	x
52	CC1CCN(CCc2nc3cc(NS(=O)(=O)c4ccccc4)ccc3n2C)CC1	5	-2	2	-6	2.8	2	12	0.3	0.9	0.8	-2
53	COC(=O)c1ccc(NC(=S)N2CCN(C)CC2)cc1	0	7	-1	x	2.9	7	-36	-1.6	-2.1	-0.8	-3
54	CCOc1ccc(S(=O)(=O)Nc2cccc(C(=O)N(C)CC(=O)Nc3ccc(OC)cc3)c2)cc1	-6	10	8	x	1.6	2	-13	-2.6	x	x	14
55	COc1ccccc1NC(=O)CN1CCC(c2nc3ccc(C)cc3[nH]2)CC1	3	7	0	7	2.4	-21	15	-1.3	1.2	-1.4	12
56	O=C(COC(=O)c1cc[n+]([O-])cc1)Nc1ccc(Cl)c(C(F)(F)F)c1	-10	8	-2	7	1.9	-4	-8	-2.2	-1.0	0.8	-3
57	CCN(CC)P(=O)(Nc1ccc(C)cc1Br)c1ccc(N(C)C)cc1NC(=O)c1ccco1 (stereo not drawn)	-2	-31	-10	-11	0.8	-12	1	5.9	1.1	0.2	21
58	O=C(COC(=O)c1cc(-c2cccc(Br)c2)nc2ccccc12)NCC1CCCO1 (stereo not drawn)	-8	-6	-2	-4	2.1	12	2	1.2	0.2	-3.1	-8
59	Cc1ccccc1NC(=S)N/N=C1\CC(C)(C)Oc2ccc(O)cc21	-14	2	-1	-11	2.9	5	10	-0.5	-2.5	1.4	6
60	N#CCCCSC1=C(C#N)C(c2ccccc2Cl)CC(=O)N1 (stereo not drawn)	2	9	-2	-19	1.4	10	7	-1.8	4.0	2.7	-9
61	Cc1onc(-c2ccccc2Cl)c1C(=O)Nc1nnc(-c2ccc(F)cc2)s1	9	-1	-7	3	3.3	6	11	0.1	1.2	-0.6	-13
